Compound activity: PubChem BioAssay, National Center for Advancing Translational Sciences (NCATS)
TDP1 block: qHTS Assay for Inhibitors of Tyrosyl-DNA Phosphodiesterase (TDP1); recombinant TDP1, AlphaScreen DNA substrate cleavage; Potency, µM (top dose mostly 130 µM), for the others: at the highest dose activity change, negative = inhibition, usual class: inhibitors; 350,000 tested, 0.28% active; note: nearly all actives have a fitted effect of over 40% in size
Target sequence (Q9NUW8 whole entry, looked up): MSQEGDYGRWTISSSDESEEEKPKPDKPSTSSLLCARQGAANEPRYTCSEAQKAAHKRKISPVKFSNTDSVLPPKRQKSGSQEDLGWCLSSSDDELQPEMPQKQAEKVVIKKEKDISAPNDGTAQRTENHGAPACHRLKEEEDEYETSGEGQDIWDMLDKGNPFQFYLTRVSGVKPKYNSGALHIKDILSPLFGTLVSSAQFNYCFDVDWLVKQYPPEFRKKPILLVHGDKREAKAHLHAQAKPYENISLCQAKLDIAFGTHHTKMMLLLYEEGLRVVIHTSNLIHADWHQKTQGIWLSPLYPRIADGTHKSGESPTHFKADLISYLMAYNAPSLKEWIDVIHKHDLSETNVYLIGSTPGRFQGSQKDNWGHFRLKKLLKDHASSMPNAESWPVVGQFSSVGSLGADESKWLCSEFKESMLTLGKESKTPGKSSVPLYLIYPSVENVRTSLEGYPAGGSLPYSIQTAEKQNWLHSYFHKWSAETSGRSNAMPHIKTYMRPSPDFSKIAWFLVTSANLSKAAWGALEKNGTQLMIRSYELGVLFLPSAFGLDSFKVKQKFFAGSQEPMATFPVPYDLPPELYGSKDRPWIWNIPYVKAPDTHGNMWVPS
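AlphaScreen read-out: signal falls as enzyme removes the 3' tyrosine-FITC from a 5'-biotinylated DNA oligo (15 nM, 5 min, RT). Enzyme was E. coli-made recombinant Tdp1 at 1 nM, exposed to compound for 15 min beforehand; beads 10 ug/ml, 10 min.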
DT40 TDP1 CPT: qHTS for Inhibitors of human tyrosyl-DNA phosphodiesterase 1 (TDP1): qHTS in cells in presence of CPT; Potency, µM (doses to about 46.2 µM), for inactives: at the top dose activity change, negative = growth inhibition, usual class: inhibitors; 420,000 tested, 12% active; chicken DT40 Tdp1-/-;hTDP1 cells + 20 nM CPT, ATP luminescence, 48 h; note: nearly all actives have a fitted effect of over 55% in size
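Chicken DT40 Tdp1-/- cells stably complemented with human TDP1 were seeded at 400 cells/well in medium containing 20 nM camptothecin, exposed to pin-transferred compounds, and grown at 37 °C for at least 48 hr. Viability was read as ATP luminescence.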
DT40 TDP1 no CPT: qHTS for Inhibitors of human tyrosyl-DNA phosphodiesterase 1 (TDP1): qHTS in cells in absence of CPT | Potency, µM (titrated, usually from 46.2 µM), inactives show at the top dose activity change, negative = growth inhibition, most hits filed as inhibitors | DT40 Tdp1-/- hTDP1 cells, no CPT, ATP luminescence, 48 h | 420,000 tested, 15% active | AID 686978, 2013; note: nearly all actives have a fitted effect of over 55% in size
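Growth kinetics read by CellTiter-Glo luminescence after ≥48 hr at 37 °C. Cells: DT40 Tdp1-/- stably carrying human TDP1, 400 per well, compound exposure in the absence of CPT (DMSO vehicle).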
Active calls of the source: *; ? = inconclusive; nt = no result given; [ ] = another dose, or the depositor's remark. Calls come from the whole dose curve; as a rule, active = well fitted curve in the direction sought with a large enough effect; inconclusive = small, poorly fitted or top-dose-only effect, or another doubt; inactive = no such curve, though single readings can be large; an effect the other way counts as inactive or inconclusive. % is set by controls: 0 for no effect and ±100 for the full control effect; potency is the fitted concentration of half-maximal effect.

SMILES | TDP1 block | DT40 TDP1 CPT | DT40 TDP1 no CPT
CC(C)C(NC(=O)COc1ccccc1)C(=O)O (centres undefined) | -2.3% | -0.4% | -15.7%
COC(=O)CC/C(O)=C1/C(=N)CC(C)(C)CC1=O | 4.7% | 4.7% | -1.0%
CCOc1ccc(OCCNC(=O)c2ccc3c(c2)nnn3CC)cc1 | -0.1% | -25.8% | -8.1%
Cc1ccc(NC(=S)N(C)N)cc1Cl | -5.4% | -8.9% | -1.9%
C[C@H](CO)N1C[C@H](C)[C@@H](CN(C)Cc2ccc(Cl)c(Cl)c2)Oc2c(NS(=O)(=O)c3cn(C)cn3)cccc2C1=O | 4.8% | 7.1% | ?
CSCCC(NS(=O)(=O)/C=C/c1ccccc1)C(=O)N1CCC(C)CC1 (centres undefined) | 5.1% | -8.9% | -17.0%
CC(C)n1nnnc1SCC(=O)N1N=C(c2cccs2)CC1c1cccs1 (centres undefined) | 0.4% | -20.3% | ?
O=C(NCc1ccco1)C(=O)c1c[nH]c2ccccc12 | 2.7% | ? | -1.4%
CCN(CCC(=O)O)c1ccc(/C=C/c2ccnc3ccccc23)cc1 | nt | 2.3% | ?
O=C(CCN1C(=O)/C(=C\C=C\c2ccccc2)SC1=S)Nc1ccccc1C(=O)O | 3.9% | 7.7% | -0.4%
Cc1ccc(CCC(=O)Nc2nccs2)o1 | 8.1% | -20.3% | -15.9%
Cn1cnc([N+](=O)[O-])c1S(=O)(=O)Oc1cccc2ccccc12 | nt | 1.3µM* | 1.03µM*
COC(=O)c1c(C)oc2ccc(N(C(=O)c3ccncc3)S(=O)(=O)c3ccc(C)cc3C)cc12 | -2.7% | 2.59µM* | 4.11µM*
CCn1c(=O)cc(SCC(=O)NCC2CCCO2)c2ccccc21 (centres undefined) | 5.7% | 0.2% | 1.3%
Cn1cccc1C(=O)N1CCC2(CC1)CN(C(=O)Nc1ccccc1)C2 | nt | 11.6% | -21.1%
COc1cccc(C2C(=O)N(C3CCCCC3)CC(=O)N2Cc2ccc(F)cc2)c1 (centres undefined) | 1.8% | ? | ?
COc1ccc(S(=O)(=O)NCC(=O)NCc2cc(=O)n(C)c(=O)n2C)cc1F | 5.2% | 2.1% | 6.7%
Cc1cccc(C)c1NC(=O)CSCC(=O)c1ccc(O)c(O)c1 | 4.9% | ? | ?
O=C(c1cc(C(F)(F)F)cc(C(F)(F)F)c1)N1CCC[C@@]2(CCN(c3ccncc3)C2)C1 | nt | -29.5% | ?
CCSc1nnc(NS(=O)(=O)c2ccc(OC)cc2)s1 | -2.6% | 7.7% | 4.7%
Cc1cc(SCC(=O)OCC(=O)c2c(N)n(C)c(=O)n(C)c2=O)c(C)cc1Br | 0.0% | -1.3% | -0.9%
O=C(c1ccc([N+](=O)[O-])s1)N1CCN(c2ccccn2)CC1 | 5.5%[0.0935 µM] | 23.1µM* | 14.6µM*
COc1ccc(CNC(=O)C2CCCN2S(=O)(=O)c2ccccc2)cc1 (centres undefined) | -1.0% | ? | ?
COc1ccc(C(=O)c2ccc(OC)c(OC)c2OC)cc1 | nt | 3.66µM* | 3.66µM*
Cc1ccc(CC2C(=O)N(c3cc(C)ccc3C)C(=O)C2C)cc1 (centres undefined) | nt | -25.0% | -20.7%
O=C(O)CCNS(=O)(=O)c1ccc2ccccc2c1 | 4.2% | -0.7% | -12.9%
COc1cccc(/C=c2/s/c(=C(\C#N)C(=O)N3CCOCC3)n(-c3ccccc3)c2=O)c1 | -1.9% | ? | ?
CN(C)c1nc(N)c([N+](=O)[O-])c(NCC2CCCO2)n1 (centres undefined) | nt | 0.9% | -1.0%
CC(C)NC(=O)c1cc(-c2cccs2)on1 | 1.0% | -8.8% | -24.6%
CCOc1ccc(CNC(=O)c2ccc3c(c2)nc2n3CCOC2)cc1OC | 2.7% | 4.2% | -11.4%
Cc1ccc(-c2n[nH]c(=O)c3ccccc23)cc1S(=O)(=O)N(C)C | 3.3% | ? | ?
Cc1nc(C)c(C(=O)C2=C(O)C(=O)N(CCCn3ccnc3)C2c2ccc(Cl)cc2)s1 (centres undefined) | 1.0% | -6.4% | -10.7%
COc1ccc(-c2ccc(N)cn2)cn1 | 0.8% | 11.3% | -14.0%
Cc1cccc2cc(C(c3nnnn3Cc3ccccc3)N3CCCc4ccccc43)c(=O)[nH]c12 (centres undefined) | 5.6% | 13µM* | 16.4µM*
Cc1ccc2c(C)c(C(=O)N3CCN(C4CCS(=O)(=O)C4)CC3)oc2c1C (centres undefined) | 1.9% | -4.6% | -3.1%
CCC(Oc1ccccc1)C(=O)N[C@@H]1C(=O)N2[C@@H]1SC(C)(C)[C@@H]2C(=O)O (some centres undefined) | nt | 0.3% | 0.4%
COc1ccc(C)cc1NC(=O)C1CCCN1S(=O)(=O)c1ccc2c(c1)CCC(=O)N2 (centres undefined) | 3.9% | ? | ?
COc1ccc2ccccc2c1C1CC(=O)N2CN(C3CCCCC3)CSC2=C1C#N (centres undefined) | 6.1% | -10.2% | -20.7%
COC(=O)C1(C(=O)OC)NOC2C(=O)N(N(C)c3ncc(C(F)(F)F)cc3Cl)C(=O)C21 (centres undefined) | 2.5% | -5.8% | -0.6%
CCOC(=O)Cc1csc(NC(=O)CSc2nc(=O)[nH]c3c2CCC3)n1 | nt | 0.2% | -28.2%
CC(C)c1cc(-c2cc(C(=O)NCc3ccccc3)on2)nc(NCC2CC2)n1 | 2.4% | ? | ?
CC[N+]1(CC)CCC(=C(c2ccccc2)c2ccccc2)C1C (centres undefined) | nt | 5.31µM* | 3.35µM*
Cc1cc(Oc2ccc(=O)n(C)n2)nc(SCCOc2ccccc2)n1 | nt | -5.4% | ?
COc1cccc(OCC(=O)N(Cc2nc(-c3ccc(Cl)cc3)no2)C(C)C)c1 | 5.2% | 8.2µM* | 23.1µM*
CC(C)N(C(=O)COC(=O)[C@@H]1CC(O)CN1S(=O)(=O)c1ccc(C(C)(C)C)cc1)C(C)C (some centres undefined) | 5.3% | ? | ?
CCOC(=O)NCC(C)(C)CNC(=O)OCC | 1.1% | -7.9% | -23.2%
COc1cccc(C(=O)Nc2ccc(NC(=O)c3ccc(C(C)(C)C)cc3)cc2)c1 | 2.9%[2.28 µM] | 16.4µM* | 10.3µM*
CCc1nc2ccccc2c(C(=O)OCC(=O)NC(=O)c2cccn2C)c1C | 2.9% | ? | ?
COc1ccc(-c2nc(C=O)cs2)cc1 | 1.2% | ? | ?
CN(C(=O)c1cccs1)c1ccc(OCC(=O)Nc2ccc(C(=O)O)cc2)cc1 | nt | -17.6% | 1.4%
CC12CCC=CC1=C(C=O)C1C2CCC2(C)C(O)CCC12 (centres undefined) | nt | ? | 25.9µM*
COC(=O)c1ccc(NC(=O)C(C)N2Cc3ccccc3C2=O)cc1 (centres undefined) | -6.2% | -2.6% | -24.7%
Cc1ccc(C(=O)OCC(=O)NCc2cccs2)cc1C | 0.0% | -16.0% | 1.2%
CC1=CC(=C2C(=O)c3ccccc3C2=O)C=C(C)N1C | -2.0% | 13.8% | ?
O=C(O)CC1SC(=Nc2ccc(O)cc2)NC1=O (centres undefined) | 1.2% | -19.0% | 10.7%
CCCN1CCN(C(=O)c2cc(COc3ccc(F)c(F)c3)on2)CC1 | 4.4% | -27.0% | 0.6%
O=C(O)c1cccc([N+](=O)[O-])c1C(=O)Nc1ccc2ccccc2c1 | nt | 2.2% | 0.0%
CCCCCCCSc1nnc(-c2ccccc2N)c(=O)[nH]1 | 5.3% | 0.3% | -17.0%
COc1ccc(NC(=O)Cn2nc(C)c3c(C)n(-c4ccccc4)nc3c2=O)cc1OC | 0.0% | -4.4% | -24.9%
COc1ccc(C(=O)NCc2nc(-c3ccccc3NC(=O)c3cc(C)oc3C)oc2C)cc1F | nt | 25.4% | 2.9%

Later entries:
SMILES | TDP1 block | DT40 TDP1 CPT | DT40 TDP1 no CPT
CC1(C)Cc2cccc(OCC(=O)Nc3ccccc3C(F)(F)F)c2O1 | -0.1% | -21.5% | -1.1%
COc1ccc(-c2[nH]ncc2CN2CCCCCCC2)c(OC)c1 | 8.1% | -1.6% | -13.1%
COc1ccc(C2C(C(N)=O)=C(C)Nc3nc(-c4ccccc4OC)nn32)cc1OC (centres undefined) | 1.0% | 8.6% | -11.8%
C=CCNC(=O)C(=O)N/N=C/c1cccc(Br)c1 | 2.5% | -14.4% | -8.1%
CCOCCn1c(SCCc2ccccc2)nc2c1c(=O)[nH]c(=O)n2C | 4.3% | -9.4% | -25.7%
C=CCn1c(SCC(=O)c2c(N)n(C)c(=O)n(C)c2=O)nc2sc(CC)cc2c1=O | 0.0% | -8.2% | ?
CC(C)NC(=O)C1CCN(C(=O)C(C(=O)c2ccccc2)n2cc(Cl)ccc2=O)CC1 (centres undefined) | 2.1% | -1.1% | 10.7%
CCC(C)[C@H](NC(=O)[C@@H]1CSC2c3ccccc3C(=O)N21)C(=O)NCc1ccco1 (some centres undefined) | 0.8% | -12.5% | 12.0%
Cc1sc(NC(=O)CN(CCc2ccccc2)C(=O)C2CC2)c(C(N)=O)c1C | 3.0% | ? | ?
Cc1cc(C)n2cc(-c3ccc(Cl)cc3)c(C(=O)O)c2n1 | 2.4% | -9.4% | -4.1%
CCOC(=O)c1cnc(N2CCN(C(=O)OCC)CC2)[nH]c1=O | 5.4% | 10.8% | 7.2%
O=C(CCc1ccccc1)Nc1ncc2c(n1)CCCC2=O | -1.0% | -28.8% | -3.2%
COc1ccc(CCNC(=O)C(=O)NCc2ccccc2)cc1OC | -2.9% | 5.17µM* | 5.17µM*
Cc1ccc(CN(C)C(=O)COC(=O)CSc2ccc([N+](=O)[O-])cc2)cc1 | 6.3% | ? | 16.4µM*
Cc1cccc(C)c1OCCN1CCCC1 | 4.7% | -3.8% | 13.4%
COc1ccc(NC(=O)Cn2c(=O)n(Cc3ccco3)c(=O)c3sc4ccccc4c32)c(OC)c1 | 3.8% | -15.8% | -29.8%
CCOc1ccccc1NC(=O)C1CCN(C(=O)NCc2ccccc2)CC1 | -4.4% | 7.0% | ?
COC(=O)c1ccc(CO/N=C/c2ccc(OC)cc2OC)cc1 | nt | -21.7% | -7.0%
CCO/N=C(/c1nonc1N)N1CCN(c2ccc([N+](=O)[O-])cc2)CC1 | 5.2% | -15.3% | -2.6%
Cc1nn(C)c(Cl)c1CN1CCN(CCC(C)C)C(CCO)C1 (centres undefined) | 0.0% | 9.2% | 19.7%

Nothing new here: three of the compounds above.
SMILES | TDP1 block | DT40 TDP1 CPT | DT40 TDP1 no CPT
CC1(C)Cc2cccc(OCC(=O)Nc3ccccc3C(F)(F)F)c2O1 | -0.1% | -21.5% | -1.1%
COc1ccc(-c2[nH]ncc2CN2CCCCCCC2)c(OC)c1 | 8.1% | -1.6% | -13.1%
COc1ccc(C2C(C(N)=O)=C(C)Nc3nc(-c4ccccc4OC)nn32)cc1OC (centres undefined) | 1.0% | 8.6% | -11.8%

The list continues:
SMILES | TDP1 block | DT40 TDP1 CPT | DT40 TDP1 no CPT
COC(=O)c1ccccc1NS(=O)(=O)c1cc2c(cc1C)N(C)CCO2 | -5.2% | -16.2% | ?
O=C(CCCN1C(=O)c2ccccc2C1=O)NCCCN1CCOCC1 | 2.8% | -4.1% | 0.9%
CCOc1ccc(CCNC(=O)COC(=O)c2ccc(Cl)nc2)cc1OCC | -8.1%[0.505 µM] | -8.5% | ?
COc1ccc(-c2ccc(CNCCCSc3nnnn3C)o2)cc1Cl | -2.6% | ? | ?
COc1ccccc1N1CCN(C(=O)c2cc3c(s2)CCC3)CC1 | 5.3% | ? | 29.1µM*
FC(F)(F)C12CC(c3ccccc3)=NCCN1CCN2 (centres undefined) | 2.1% | -9.5% | ?
CCOC(=O)C1CCN(C(=O)C2CCN(C3=NS(=O)(=O)C(c4ccc(C)cc4)=C3CC)CC2)CC1 | 2.0% | ? | ?
CCOc1ccc(NC(=O)C(Cc2ccccc2)N2C(=O)c3cccc4cccc(c34)C2=O)cc1 (centres undefined) | nt | 11.6µM* | 8.2µM*
CC(C)NC(=S)Nc1cccc2cnccc12 | 0.0% | 0.6% | 2.1%
Nn1c(SCC(=O)Nc2ccc3c(c2)OCO3)nnc1C1CC1 | 4.1% | -5.9% | -6.8%
CCCc1cc(NCc2ccccn2)n2c(nc3ccccc32)c1C#N | 2.6% | ? | 18.4µM*
